High-throughput results (PubChem BioAssay)
MLLE-PAM2 inh – inhibitors of PABP1 MLLE–PAM2 peptide binding, primary screen, biochemical, fluorescence polarization, FITC-PAM2, GST-MLLE; 360,000 tested, 0.36% active; inhibition, % at 20 µM; Polyadenylate-binding protein 1 (Homo sapiens), P11940; in the data active = inhibition above about 35%, passing the limit was not always enough;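 also: plate controls were DMSO wells with GST-MLLE for no effect and wells lacking GST-MLLE protein for full effect; some results filed as inactive read as strong as hits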
MsrA inh – bovine MsrA enzyme inhibitors, primary screen, biochemical, absorbance, HTS | Methionine sulfoxide reductase A (Bos taurus) | purified bovine MsrA, absorbance read-out | inhibition, % at 15.5 µM | 360,000 tested, 0.75% active | AID 651718, 2012; in the data active = inhibition above about 4.5%;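 also: 0% = vehicle wells with enzyme and 100% = reference inhibitor wells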
TbMetRS inhib – T. brucei MetRS inhibitors, primary screen, biochemical, luminescence; inhibition, % at 11.9 µM; purified T. brucei MetRS, ATP depletion, Kinase-Glo luminescence; 360,000 tested, 0.4% active;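 active = inhibition above a per-plate cutoff of the control wells' mean inhibition plus 3 SD, cut at about 5.5% in these data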;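 also: 0% = DMSO wells median and 100% = median of wells with control inhibitor compound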
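Dosing: 11.9 µM single point; system: parasite MetRS enzyme; technique: luminescence of leftover ATP; times: 15 min enzyme-compound preincubation, 2 h reaction, 10 min detection, 25 °C; replicates: each compound tested once; read-out basis: percent inhibition relative to median high and low control wells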
Rin1-Abl PPI inh – inhibitors of Rin1-Abl protein binding, primary screen, biochemical, TR-FRET; inhibition, % at 7.35 µM; 360,000 tested, 0.4% active; in the data active = inhibition above about 5%, passing the limit was not always enough
CSN deneddyl inh – inhibitors of CSN-mediated cullin deneddylation, primary screen, biochemical, fluorescence polarization, uHTS | COP9 signalosome complex subunit 5 (Homo sapiens), Q92905 | Purified CSN, SCF-Nedd8-OG deneddylation | inhibition, % at 12.5 µM | 360,000 tested, 0.38% active | AID 651999, 2013;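 active = pattern-corrected inhibition above about 35%, with an unprinted fluorescence ratio check between 0.5 and 1.5, limit read from the data, passing the limit was not always enough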;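 also: 0% = enzyme with substrate and 100% = substrate without enzyme; some results filed as inactive read as strong as hits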
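Assay system: Purified human Csn5 enzyme expressed in HEK293T cells | Amount: Enzyme 0.24 nM | Measured by: Fluorescence polarization readout | Medium: Tris/NaCl/DTT buffer, pH 7.5 | Compound dosing: One concentration, 12.5 µM, 0.25% DMSO | Times: 90 min incubation of compound, enzyme and substrate at room temperature | Control set: no-enzyme wells high, enzyme-with-substrate wells low | Read-out: % inhibition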
Neddylation inh – inhibitors of cullin neddylation, primary screen, biochemical, TR-FRET, uHTS, NAE and Ubc12; NEDD8-conjugating enzyme Ubc12 (Homo sapiens) + NEDD8-activating enzyme E1 regulatory …; calls only at 25 µM; AID 651699, 2012; 360,000 tested, 0.58% active; in the data active = inhibition above about 36%
MsrA act – bovine MsrA enzyme activators, primary screen, biochemical, absorbance, HTS | AID 602163, 2012 | 360,000 tested, 0.3% active | purified bovine MsrA, absorbance read-out | Methionine sulfoxide reductase A (Bos taurus) | activation, % at 10.6 µM; in the data active = activation above about 7.5%;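 also: 0% = vehicle and 100% = reference activator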
FAS TE block – FAS thioesterase domain inhibitors, primary screen, biochemical, fluorescence intensity, uHTS | Fatty acid synthase (Homo sapiens), P49327 | 360,000 tested, 0.67% active | recombinant FAS-TE, OMFH fluorogenic substrate, fluorescence endpoint | inhibition, % at 15 µM;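 active = compounds whose normalised, plate-corrected inhibition of enzyme fluorescence in the single-dose primary screen is 50% or more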;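 also: 0% = DMSO with enzyme and 100% = substrate without enzyme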
E coli Lon inh – inhibitors of E. coli Lon protease, primary screen, biochemical, fluorescence polarization. P0A9M0. purified E. coli Lon protease. inhibition, % at 7.94 µM. 360,000 tested, 0.42% active. AID 602123, 2011; in the data active = inhibition above about 13%, passing the limit was not always enough;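 also: 0% = enzyme with probe and DMSO and 100% = no enzyme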
* = called active by the depositor; i = inactive; · = no result given.

mol,CSN deneddyl inh,Neddylation inh,Rin1-Abl PPI inh,MsrA inh,MLLE-PAM2 inh,MsrA act,FAS TE block,E coli Lon inh,TbMetRS inhib
CCOC(=O)C1CN(S(=O)(=O)c2cccc(C(F)(F)F)c2)c2cc(CC(=O)OC)ccc2O1 (configuration not stated),2,i,-2,-0.3,-1,-2,20,-2,-0.5
CNc1nc(N/N=C/c2ccc([N+](=O)[O-])cc2)nc(Nc2ccccc2)n1,-13,i,0,2.4,-4,-3,30,-5,1.0
Cc1ccc(CN2[C@@H](c3ccccc3)COCCS2(=O)=O)cc1,1,i,2,-0.1,7,-2,12,-10,0.0
CC1(C(=O)NCc2ccccc2)Cc2c(-c3ccc4c(c3)OCO4)ccnc2O1 (configuration not stated),4,·,-5,-0.8,-5,-1,6,-11,-0.1
Cc1ccc(NC(=O)c2ccc3c(c2)CCN3S(C)(=O)=O)c(C)c1,0,i,2,-1.2,-4,0,-2,0,0.2
Nn1c(Cc2ccc(Br)cc2)n[nH]c1=S,-4,i,2,-0.4,-25,2,-3,-5,0.3
Cc1cc[n+](C(C)C(=O)c2ccc(Cl)cc2)cc1 (configuration not stated),1,i,5,-0.5,1,-10,-8,11,-0.6
O=C(O)C1=C[C@H](c2ccc3c(c2)OCO3)C[C@H](OCc2ccc(CO)cc2)O1,-1,i,-1,-0.1,-3,-2,-12,-5,0.2
Nn1c(-c2cccs2)nc2sc3c(c2c1=O)CCCC3,6,·,0,2.1,-11,3,7,7,-0.8
Cc1ccc(C)n1-c1ccc(C(=O)NCc2cccnc2)cc1,-4,i,-1,·,-1,-4,-2,9,-0.3
COc1ccc(CCN2C(=S)N(c3ccc(Cl)cc3)C(=O)C2CC(N)=O)cc1OC (configuration not stated),-6,i,0,-0.3,1,-2,0,-2,-0.4
Cn1c2ccccc2c2cnn(CC(=O)Nc3ccc(Cl)cc3)c(=O)c21,2,i,1,1.4,10,-4,-3,-11,0.0
Oc1ccc(N=Nc2c(O)ccc3ccccc23)cc1,8,i,-2,-0.7,-22,-4,31,4,-0.3
COCc1c(C(=O)N2CCN(CCOc3ccccc3)CC2)oc2ccccc12,-1,i,0,0.7,2,-6,-4,4,-0.4
O=C(COc1ccc2ccc(=O)oc2c1)Nc1ccc(CN2CCOCC2)cc1,-1,i,-4,1.1,5,-5,-4,-11,-0.4
O=C(/C=C/[C@H]1O[C@@H](n2cnc3c(NC(=O)c4ccccc4)ncnc32)[C@H](O)[C@@H]1O)NCc1cccs1,-3,i,3,-0.1,-10,-4,-5,-5,-0.3
O=C(CSc1nc(=O)n2ccccc2n1)NCc1ccccc1Cl,0,i,1,1.5,-6,-2,-5,-1,-0.4
COc1ccc(OC)c(S(=O)(=O)NCCCN2CCOCC2)c1,-5,i,-1,0.8,5,-2,-9,0,-0.3
Cc1cccc(C)c1NC(=O)CN(C)C(=O)C1CC(=O)N(c2cccc3ccccc23)C1 (configuration not stated),-2,i,-2,-0.3,8,-2,-1,4,-0.4
COc1cccc(-n2c(SCC(=O)NCC3CCCO3)nc3c(c2=O)SCC3)c1 (configuration not stated),0,i,-1,2.3,-1,-3,-5,9,-0.1
O=C(Cn1nc(-c2ccccc2)c2ccccc2c1=O)Nc1cccnc1,-4,i,0,-1.6,4,-3,4,-2,-0.8
O=C(NCCc1ccccc1)C1CC1,-2,i,3,-0.2,22,-5,-3,-2,-0.1
c1ccc(CN2CCN(c3nc4ccccc4c4ccccc34)CC2)cc1,-1,i,2,0.8,-10,1,15,-5,-0.2
CC(=O)c1cccc(-c2ccnc3c2CC(C(=O)NCC2CC2)O3)c1 (configuration not stated),-1,i,-3,-0.2,-9,0,-10,7,-0.3
CCOC(=O)C1(Cc2ccc(O)cc2)NC(c2ccccc2F)C2C(=O)N(C)C(=O)C21 (configuration not stated),4,i,-2,-0.5,1,-1,-6,4,-0.1
CCN(C(=O)c1cccs1)C1CCS(=O)(=O)C1 (configuration not stated),-6,i,1,0.5,15,-2,-6,-2,-0.5
CCOC(=O)CSc1nc(C2CC2)cc(-c2ccc(F)cc2)c1C#N,0,i,2,0.0,-8,4,31,4,-0.7
O=C1c2ccccc2CN1c1ccccc1,2,i,1,-0.8,2,-3,0,-10,-2.2
O=C(NCCCCCCNC(=O)OCc1ccccc1)OCc1ccccc1,-3,i,1,2.0,10,-4,-3,-7,-0.3
Cn1cc(CN2CCC(n3nccc3NC(=O)c3ccc4c(c3)OCO4)CC2)cn1,3,i,0,-0.8,10,1,-5,-6,-0.1
COc1ccc(C2=NO[C@@H]3C(=O)N(Cc4ccccc4)C(=O)[C@H]23)c(OC)c1,-3,i,-3,-0.4,0,0,5,-4,-0.1
CCN1CCN(CC(O)COc2ccc(Cl)cc2)CC1 (configuration not stated),2,i,0,-0.1,-3,-4,-2,5,-0.9
CC(=O)Nc1ccc(Nc2ccc(S(=O)(=O)C(F)(F)F)cc2[N+](=O)[O-])cc1,-7,i,-5,2.3,8,-4,14,9,0.1
Cn1cc(Cl)c(C(=O)Nc2cnn(Cc3ccc(F)cc3)c2)n1,2,i,-1,1.8,16,-8,-5,-1,-1.2
Cc1ccc(NC(=O)c2sc3ncnc(N4CCN(c5ccccn5)CC4)c3c2C)c(C)c1,4,i,2,2.1,-4,-5,20,3,0.0
O=C(NC1CCCC1)C(c1ccccc1)n1c(-c2cccs2)nc2ccccc21 (configuration not stated),1,i,·,-0.4,·,·,·,·,-0.2
CN(C)/N=C/c1cc(Cl)cc([N+](=O)[O-])c1O,0,i,-1,0.5,2,-7,2,-3,-0.7
COc1ccc2c(c1OC)C(=O)N1N=C(c3ccccc3)CC21 (configuration not stated),1,i,-3,1.0,-2,2,-4,-3,0.2
CC(C)OCCCNC(=O)C(C)Oc1ccccc1 (configuration not stated),5,i,-1,·,16,1,-5,-7,-1.2
CCOC(=O)c1ccccc1NC(=O)COC,0,i,0,-1.1,-9,-1,-4,-9,-1.1
COc1ccc(OC)c(/C=N/NC(=O)C(=O)NCc2cccnc2)c1,-7,i,-3,1.2,4,-14,-1,4,-1.4
O=C(CN1C(=O)NC(CCc2ccccc2)C1=O)NC1CC1 (configuration not stated),-9,i,1,0.6,15,-3,-8,3,-0.6
O=C(Nc1ccc(Br)cc1)N1CCc2ccccc2C1,0,i,-1,-1.6,-7,-2,13,-6,0.2
Cc1cc(N2CCC(C)CC2)c(F)cc1[N+](=O)[O-],2,i,4,-0.4,-1,-3,22,3,-0.4
CN1CCN(C2CN(Cc3cn(Cc4ccccc4C(F)(F)F)nn3)S(=O)(=O)C2)CC1 (configuration not stated),5,i,2,0.5,12,-7,-12,-3,-0.9
N#C/C(=C\c1ccccc1)c1ccccn1,-3,i,-2,3.8,18,-9,-12,4,1.2
CC(C)(Oc1ccc(Cl)cc1)C(=O)OCn1nnc2ccccc2c1=O,-1,i,-3,-0.1,-4,0,16,-7,0.0
CCCCCC(C)n1[nH]c(=O)cc1N (configuration not stated),5,i,2,0.5,-12,3,-5,-1,-0.6
CCOC(=O)C(=O)N(C)c1c(CC)nc2c(OCc3cc(Cl)cc(Cl)c3)cccn12,0,i,-1,0.8,1,-6,13,12,0.6
CCC(C)(C)n1nnnc1C(C(C)C)N(Cc1cccnc1)Cc1ccco1 (configuration not stated),8,i,5,-1.4,-10,-7,-2,-6,-0.5
NC(=O)CSc1ccc(Br)cc1,-2,i,1,-0.1,-6,-1,-3,-9,0.0
CCOc1ncccc1C(=O)NNC(=O)CSc1ccc(Cl)cc1,-1,i,2,-0.3,8,-3,-1,13,-0.3
COc1cc(CNc2nc3ccccc3n2Cc2ccccc2)ccc1O,2,i,-2,1.2,5,-4,-2,-12,-0.2
O=C(CC[C@H]1O[C@@H](n2ccc(=O)[nH]c2=O)[C@H](O)[C@@H]1O)N[C@H](Cc1ccccc1)C(=O)NCc1ccc2c(c1)OCO2,-2,i,0,1.2,1,-3,-14,2,-0.3
CCOc1cc2c(cc1OCC)C(c1ccc(OC)c(OC)c1)N(c1ccc(C(=O)O)cc1)C(=O)C2 (configuration not stated),-5,i,-1,-0.4,11,-7,-5,0,-1.1
O=[N+]([O-])c1ccccc1Oc1ccc(Cl)c2cccnc12,-4,i,0,-0.2,12,-3,9,-3,0.5

The results go on:
mol,CSN deneddyl inh,Neddylation inh,Rin1-Abl PPI inh,MsrA inh,MLLE-PAM2 inh,MsrA act,FAS TE block,E coli Lon inh,TbMetRS inhib
O=S(O)OC1CS(=O)(=O)CC1c1ccccc1 (configuration not stated),-1,i,2,0.7,-19,-4,-2,-1,-0.8
CC1(C)Cc2nc(Cl)c(C#N)cc2CO1,-4,i,-1,0.3,-10,-4,4,-8,-0.4
CC1=CC(C)C(C(=O)O)C(C(=O)Nc2cccnc2)C1 (configuration not stated),0,i,4,-0.4,0,-5,-2,-1,-0.5
COC(Cc1n[nH]c(=S)n1-c1ccccc1)OC,0,i,5,1.6,10,-11,-10,2,-1.4
C=CCn1c(C(CC)CC)nc2ccccc21,-2,i,0,-0.4,14,2,-6,0,1.1
CC1(C)CC(=O)C2=C(C1)N1CCCCC1CC2=O (configuration not stated),-4,i,-1,-0.2,25,0,-6,-6,-0.6
CCn1cc(CN2N=C(C)CC2c2ccccc2)c(C)n1 (configuration not stated),-1,i,0,0.0,-5,-3,-4,-14,-0.6
CC(=O)Nc1ccc(SCC(=O)Nc2oc(C)c3c(C)n[nH]c(=O)c23)cc1,-6,i,-1,0.8,26,-5,-8,1,-0.5
COc1ccc(/C(O)=C2/C(=O)C(=O)N(CCN(C)C)C2c2cccnc2)cc1OC (configuration not stated),-2,i,-1,0.4,9,-5,-10,7,-0.8
Cc1cccc(OCC(=O)N(Cc2ccco2)C2CCS(=O)(=O)C2)c1 (configuration not stated),-7,i,2,-1.4,-3,-1,-6,7,-0.8
CCOC(=O)C1=C(C)NC(SCC(=O)O)=C(C#N)C1c1ccco1 (configuration not stated),4,i,3,0.4,-26,-4,-1,-9,-0.8
C(=C\c1ccco1)/c1ccc2ccccc2n1,22,i,2,1.2,-12,0,-3,24,-0.2
